HCMV antiviral: human cytomegalovirus inhibition; HFF cells, HCMV-luciferase reporter, 72 h; active compounds read low; activity change, negative = inhibition, % at 57.5 µM; hit rate 4.5% among 410,000; in the data active = activity change below about -60%; inconclusive = no clear call, values can overlap the other calls; inactive = above about -39%; also: % is scaled to controls: 0 for no effect and ±100 for the full control effect
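Inhibition of viral replication was scored as loss of reporter luminescence in HFFs infected with HCMV-luciferase (MOI 1 PFU/cell) for 72 h; compounds tested at 2 doses, normalized to buffer and Salinomycin controls.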
AmpC no deterg: blocks E. coli AmpC beta-lactamase in detergent-free assay | hit rate 0.52% among 330,000 | AmpC nitrocefin hydrolysis, absorbance 480 nm, 0.0001% Triton | Potency, µM (titrated, usually from 57.1 µM), for the others: top-dose activity change, negative = inhibition, most hits filed as inhibitors | P00811;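 also: potency is read from the fitted curve at half-maximal effect; plate controls were no compound for no effect and no enzyme for full effect; nearly all actives have a fitted effect of over 20% in size; some results filed as inactive show a strong effect at the top dose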
Target sequence (P00811 whole entry, looked up): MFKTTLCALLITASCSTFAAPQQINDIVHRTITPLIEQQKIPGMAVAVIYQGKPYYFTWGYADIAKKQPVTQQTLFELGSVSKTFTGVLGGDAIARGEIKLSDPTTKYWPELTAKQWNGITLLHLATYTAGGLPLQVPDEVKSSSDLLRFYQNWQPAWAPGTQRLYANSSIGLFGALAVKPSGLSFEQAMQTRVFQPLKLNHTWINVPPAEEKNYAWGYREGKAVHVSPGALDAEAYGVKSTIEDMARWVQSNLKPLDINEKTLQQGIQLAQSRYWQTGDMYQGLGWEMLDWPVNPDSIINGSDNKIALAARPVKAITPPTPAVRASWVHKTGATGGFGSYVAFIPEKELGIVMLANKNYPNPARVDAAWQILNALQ
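20 mM phosphate pH 7.0 + 0.01% (detergent screen) or 0.0001% Triton X-100; 5.3 nM AmpC reagent; cpd preinc 15 min RT; nitrocefin (800 uM stock) to start; A480 q20 s × 4 min; Activity was normalised to no-enzyme and no-compound control wells.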
Giardia FBPA inh: inhibitors of Giardia lamblia fructose-1,6-bisphosphate aldolase; purified Giardia FBPA; Potency, µM (titrated, usually from 59.6 µM), for the others: top-dose activity, negative = inhibition, most hits filed as inhibitors; hit rate 0.71% among 290,000; A8B2U2; also: potency is read from the fitted curve at half-maximal effect; % is scaled to controls: 0 for no effect and ±100 for the full control effect; nearly all actives have a fitted effect of over 55% in size
Target sequence (A8B2U2 whole entry, looked up): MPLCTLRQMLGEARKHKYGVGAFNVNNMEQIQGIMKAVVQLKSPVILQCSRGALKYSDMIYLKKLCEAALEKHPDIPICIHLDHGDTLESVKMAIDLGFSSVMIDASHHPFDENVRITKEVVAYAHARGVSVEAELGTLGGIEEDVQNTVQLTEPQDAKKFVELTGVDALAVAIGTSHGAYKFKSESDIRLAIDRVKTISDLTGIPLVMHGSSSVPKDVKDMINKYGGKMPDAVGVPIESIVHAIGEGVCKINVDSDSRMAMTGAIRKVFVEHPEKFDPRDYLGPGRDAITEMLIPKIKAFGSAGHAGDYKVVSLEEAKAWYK
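40 nM FBPA preincubated 10 min at RT with compound (up to 57.5 uM final), then substrate plus GAPDH/TPI/NAD/arsenate coupling and diaphorase/resazurin added. Fluorescence read after 20 min at RT, 525/598 nm.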
AmpC detergent: inhibitors of E. coli AmpC beta-lactamase with detergent | hit rate 0.041% among 370,000 | AmpC hydrolysis of nitrocefin, absorbance 480 nm, 0.01% Triton | Potency, µM (top dose mostly 114 µM), inactives show at the highest dose activity change, negative = inhibition, actives largely listed as inhibitors | P00811;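 also: potency is read from the fitted curve at half-maximal effect; 0% = no-compound wells and -100% = no-enzyme wells; nearly all actives have a fitted effect of over 25% in size; some results filed as inactive show a strong effect at the top dose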
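20 mM phosphate pH 7.0 + 0.01% (detergent screen) or 0.0001% Triton X-100; 5.3 nM AmpC reagent; cpd preinc 15 min RT; nitrocefin (800 uM stock) to start; A480 q20 s × 4 min; Activity was normalised to no-enzyme and no-compound control wells.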
AMA1 RON2 block: disrupts binding of P. falciparum AMA1 to RON2; AlphaScreen AMA1-biotinylated RON2 peptide binding; Potency, µM (titrated, usually from 58.2 µM), without a hit: at the highest dose activity change, negative = inhibition, usual class: inhibitors; hit rate 0.2% among 360,000; AID 720542;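 also: potency is read from the fitted curve at half-maximal effect; 0% = vehicle wells and -100% = peptide control; nearly all actives have a fitted effect of over 45% in size; some results filed as inactive show a strong effect at the top dose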
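AMA1 (3D7) with his tag at 25 nM final met compounds first, then biotinylated RON2 peptide at 25 nM; detection used donor plus acceptor beads, 10 µg/mL apiece, read by AlphaScreen after 30 min at room temperature.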
Shiga inhibitor: inhibitors of Shiga toxin in Vero cells; Vero cells, Shiga toxin protein synthesis inhibition reporter; inhibition, % at 38.7 µM; hit rate 9.2% among 290,000; in the data active = inhibition mostly above about 28%, no sharp cut-off; inactive = mostly below about 43%; also: 0% is about no effect
CHX counter: counter-screen hit for Shiga toxin inhibitors, cycloheximide; cell reporter, cycloheximide protein synthesis inhibition counterscreen; max response, %; hit rate 12% among 300,000; in the data active = max response mostly above about 13%, no sharp cut-off; inactive = mostly below about 14%; also: read at 38.3 µM for the half of the compounds with a filed dose; 0% is about no effect
* marks the source's active call; other numbers are inactive results; ? = inconclusive; . = not tested or not shown; & = joins results of further samples; [ ] = remark or other dose. Unless noted, calls follow the shape of the dose curve; as a rule, active = well fitted curve in the direction sought with a large enough effect; inconclusive = small, poorly fitted or top-dose-only effect, or another doubt; inactive = no such curve, though single readings can be large; an effect the other way counts as inactive or inconclusive.

SMILES	HCMV antiviral	AmpC no deterg	Giardia FBPA inh	AmpC detergent	AMA1 RON2 block	Shiga inhibitor	CHX counter
COc1ccc(N(CC(=O)Nc2cccc(N(C)S(C)(=O)=O)c2)S(C)(=O)=O)cc1OC	85	0%	-4%	-13%	-1%	-17	-1
O=C(NN=C1CCCC1)c1n[nH]c2c1CCCC2	-38	-18%	0%	8%	67%[activator]	59*	32*
CC1(C)O[C@@H]2[C@H](O1)[C@@H](CO)O[C@H]2n1cnc2c(N)ncnc21	7	-10%	.	-7%	-1%	.	.
O=C(C1CCC(=O)N(C2CC2)C1)N1CCC(Oc2ccccc2F)CC1 (stereo not given)	15	11%	-7%	?	5%	-9	7
CCc1ccccc1N(C1=NCCCS1)S(=O)(=O)c1ccc(C(C)(C)C)cc1	-16	-18%	-4%	?	-18%	27	-3
CCc1ccc(NC(=O)NCc2ccc3c(c2)OCO3)cc1	56	-24%	1%	?	-15%	7	13
O=C(Cn1cnc2ccccc21)OCC(=O)N1CCCc2ccccc21	15	-21%	1%	3%	9%	-24	7
CC(C)Oc1ccc(Cc2n[nH]c(=S)n2Cc2ccccc2)cc1Cl	-8	-16%[2.29 µM]	4%	?	107%[activator]	17	-3
C=CCNC(=S)NC(=O)c1ccc(C)c(Br)c1	-19	-16%[2.29 µM]	?	2%	60%[activator]	100*	38*
CC(NC(=O)CCC(=O)N1CCN(S(=O)(=O)c2ccc(Cl)cc2)CC1)c1ccccc1 (stereo not given)	?	139%[activator]	4%	-6%	-15%	-5	5
C#CCOCCOCCOCCNc1nc(N2CCN(C(=O)[C@H](CCC(=O)O)n3cc([C@@H](N)CCCCN)nn3)CC2)nc(N2CCN(C(=O)[C@H](CCCCN)n3cc([C@@H](N)CC(N)=O)nn3)CC2)n1	-2	1%	.	.	-5%	.	.
CCOC(=O)N1CCN(C(=O)C(C)c2ccc([N+](=O)[O-])cc2)CC1 (stereo not given)	149	-7%	12%	0%	-7%	-9	-1
O=C(N/N=C/c1cn(Cc2ccccc2)c2ccccc12)c1cc(O)cc(O)c1	75	?	-2%	-8%	-14%	-8	-3
Cc1cc(C)cc(C(=O)NCC(=O)OCC(=O)N(C)C2CCS(=O)(=O)C2)c1 (stereo not given)	-12	-14%	-1%	-16%	-1%[11.6 µM]	-13	2
COc1cccc(NC(=O)CSc2nnc3cc(C)nc(N)n23)c1	-31	-19%	1%	4%	22%	-7	3
CCCCC/C(=N\O)c1c[nH]c2ccccc12	22	0%	-1%	?	-9%	-13	21
Cc1ccc(Oc2nc3ccccn3c(=O)c2/C=C(\C#N)C(=O)NC2CCS(=O)(=O)C2)c(C)c1 (stereo not given)	-9	147%[activator]	.	-4%	-5%	4	-2
COC(=O)c1ccccc1NC(=O)COc1ccc(S(=O)(=O)N2CCCC2)cc1C	51	-15%	3%	0%	4%	-2	-3
Cn1nc(SCC(=O)O)sc1=S	-1	-16%	14%	-1%	6%	-8	-3
O=C(NNS(=O)(=O)c1ccc(Cl)cc1Cl)c1cc2ncc(C(F)(F)F)cc2s1	4	-24%	-23%	2%	57%[activator]	10	2
COc1cccc(Nc2ncccc2C(=O)NCc2ccccc2)c1	38	-22%	?	1%	-9%	3	-3
Oc1cccc(Nc2nc(-c3ccccc3)nc3ccccc23)c1	?	-50%	-11%	?	-6%	-6	6
C=CCN(CC=C)C(=O)CN1C(=O)NC(Cc2c[nH]c3ccccc23)C1=O (stereo not given)	-3	4%	5%	?	-1%	-12	-2
CCC(=O)N1CCc2cc(S(=O)(=O)NCCC(=O)NCc3ccccc3OC)ccc21	8	1%	.	-5%	-6%	-5	14
COc1ccc(C(=O)NCC(=O)OCC(=O)Nc2cccc(S(=O)(=O)N3CCCC3)c2)cc1	-26	-45%	22%	-11%	-2%	-5	4

A draw from above in order of count of non-hydrogen atoms, high to low:
SMILES	HCMV antiviral	AmpC no deterg	Giardia FBPA inh	AmpC detergent	AMA1 RON2 block	Shiga inhibitor	CHX counter
C#CCOCCOCCOCCNc1nc(N2CCN(C(=O)[C@H](CCC(=O)O)n3cc([C@@H](N)CCCCN)nn3)CC2)nc(N2CCN(C(=O)[C@H](CCCCN)n3cc([C@@H](N)CC(N)=O)nn3)CC2)n1	-2	1%	.	.	-5%	.	.
Cc1ccc(Oc2nc3ccccn3c(=O)c2/C=C(\C#N)C(=O)NC2CCS(=O)(=O)C2)c(C)c1 (stereo not given)	-9	147%[activator]	.	-4%	-5%	4	-2
CCC(=O)N1CCc2cc(S(=O)(=O)NCCC(=O)NCc3ccccc3OC)ccc21	8	1%	.	-5%	-6%	-5	14
CCc1ccccc1N(C1=NCCCS1)S(=O)(=O)c1ccc(C(C)(C)C)cc1	-16	-18%	-4%	?	-18%	27	-3
Cc1cc(C)cc(C(=O)NCC(=O)OCC(=O)N(C)C2CCS(=O)(=O)C2)c1 (stereo not given)	-12	-14%	-1%	-16%	-1%[11.6 µM]	-13	2
O=C(Cn1cnc2ccccc21)OCC(=O)N1CCCc2ccccc21	15	-21%	1%	3%	9%	-24	7
Oc1cccc(Nc2nc(-c3ccccc3)nc3ccccc23)c1	?	-50%	-11%	?	-6%	-6	6
CCc1ccc(NC(=O)NCc2ccc3c(c2)OCO3)cc1	56	-24%	1%	?	-15%	7	13
O=C(NN=C1CCCC1)c1n[nH]c2c1CCCC2	-38	-18%	0%	8%	67%[activator]	59*	32*
C=CCNC(=S)NC(=O)c1ccc(C)c(Br)c1	-19	-16%[2.29 µM]	?	2%	60%[activator]	100*	38*

The list goes on:
SMILES	HCMV antiviral	AmpC no deterg	Giardia FBPA inh	AmpC detergent	AMA1 RON2 block	Shiga inhibitor	CHX counter
CCn1c(CN2CCN(C(c3ccccc3)c3ccccc3)CC2)nc2c1c(=O)n(C)c(=O)n2C	.	185%[activator]	9%	-11%	9%	-4	-3
CCOc1ccccc1OCCOCCOc1ccccc1[N+](=O)[O-]	-19	14%	0%	?	-8%	18	-4
COc1cc(CNC2CCCC2)cc(Cl)c1OCc1ccccc1F	?	24%	-1%	-3%	0%	-18	0
Cn1c(SCC(=O)NCC2CCCO2)ncc(C(=O)Nc2ccc(F)cc2)c1=O (stereo not given)	4	-15%	.	-1%	15%	.	.
COc1ccc(/C=C/C(=O)Nc2ccccc2C(F)(F)F)cc1	51	-6%	6%	?	24%	59*	24*
O=C(c1cc(COc2ccc(F)cc2Cl)on1)N(CCO)Cc1cccs1	-4	91%[activator]	.	4%	-7%	49	20*
Cc1ccc2cc(C#N)c(SCC(=O)N3CCCc4ccccc43)nc2c1	-26	-21%	7%	-14%	20%	5	-1
Clc1ccc(-c2noc3c2-c2nc(Cc4cccc5ccccc45)sc2CC3)cc1	-13	-21%	.	-6%	4%	.	.
COc1ccc(CNc2nc(NCc3ccc(OC)cc3)c3ncn(C4CCCCC4)c3n2)cc1	.	.	-5%	.	.	37*	49*
COc1ccc(S(=O)(=O)N2CCN(c3ccc(F)cc3)CC2)cc1-c1noc(C)n1	-19	.	.	-1%	.	-3	11
CCCCn1c(=N)n(CC(=O)C(C)(C)C)c2ccccc21	-9	22%	-3%	?	7%	-4	3
CN1CCN(C(=O)c2cc(S(=O)(=O)Nc3ccccc3F)c(Cl)cc2Cl)CC1	-19	-5%	-7%	-6%	-1%	-3	1
CCN(CC)CCn1c(NCc2ccc3c(c2)OCO3)nc2ccccc21	-23	-22%	-7%	3%	-12%	20	2
COc1ccc(CN(CC(O)COc2cccc3[nH]cc(C)c23)C(C)(C)C)cc1 (stereo not given)	?	-15%	-7%	5%	-19%	2	1
CCOc1ccc(NC(=O)CN2C(=O)COc3ccc(S(=O)(=O)N4CCCC4)cc32)cc1	20	-26%	.	-1%	3%	11	1
CCCCOc1ccc(-c2nnn(CCC(=O)N3CCOCC3)n2)cc1	-8	127%[activator]	6%	-13%	-15%	78*	36*
N/C(Cc1ccccc1Sc1ccccc1)=N\O	-24	-10%	0%	?	11%	11	-2
O=C(CCc1ccccc1)NNC(=O)c1ccccc1C(=O)O	38	-27%	2%	5%	-12%	21	-1
COc1ccccc1N1CCN(Cc2cnc(-c3ccccc3)[nH]2)CC1	-24	-7%	0%	6%	-14%	-3	-1
CC(C)C(C)NC(=O)COc1ncnc2sccc12 (stereo not given)	-2	-10%[11.4 µM]	9%	?	38%[activator]	-6	-2
CN(CC(=O)NC(=O)NC(C)(C)C)CC(=O)Nc1ccccc1Cl	-19	13%	-8%	5%	107%[activator]	-9	6
N#Cc1ccc(CSc2nnc(-c3ccccn3)n2-c2ccc(Cl)cc2)cc1	-9	67%[activator]	17%	-8%	-9%	10	-3
Cc1cc2c(Nc3ccc(O)cc3)ncnc2s1	-69*	-34%	?	10%	-3%	43	18
CC(C)n1c(=O)c(C=Nc2cccc([N+](=O)[O-])c2)c(O)n(CCc2ccccc2)c1=O	-31	-11%	-3%	-2%	-27%	-8	-3
Cc1nc(SCCOc2ccc(F)cc2)c2ccccc2n1	0	17%	-2%	-1%	2%	79*	25*

Further structures follow:
SMILES	HCMV antiviral	AmpC no deterg	Giardia FBPA inh	AmpC detergent	AMA1 RON2 block	Shiga inhibitor	CHX counter
Cc1nc2c(C)cccc2c2c1COC2	-3	-26%	7%	4%	11%	-9	8
COc1ccc2nc(SCCC(=O)O)cc(C)c2c1	0	-22%	10%	-5%	10%	22	-1
CCOc1ccccc1NC(=O)C1CCN(S(=O)(=O)c2c(C)nn(C)c2C)CC1	-13	8%	-1%	?	-5%	-4	1
CCOc1ccccc1NC(=O)CCS(=O)(=O)c1ccc2c(c1)CC(C)N2C(C)=O (stereo not given)	12	1%	.	1%	-2%	-9	1
CCC(=O)c1cn(CC(=O)NCC2CCCO2)c2ccccc12 (stereo not given)	0	-7%	4%	-12%	-10%	17	-2
CC(=O)Nc1ccc(S(=O)(=O)NCC(=O)NCCCc2ccccc2)cc1	8	-10%	15%	-7%	6%	2	-4
COc1cccc2sc(Nc3nc(-c4ccccn4)cs3)nc12	.	125%[activator]	-9%	6%	.	105*	75*
COC(=O)c1ccc(Cn2nnc3c(=O)[nH]c(C4CCCN(S(=O)(=O)c5ccccc5)C4)nc32)cc1 (stereo not given)	100&-8	-11%	.	-1%&14%	-3%	-3	-10
COc1ccc(S(=O)(=O)NC2CC(=O)N(c3ccc(C)c(C)c3)C2)cc1 (stereo not given)	-22	?	.	?	-10%	.	.
O=S(=O)(Nc1ccc(OC(F)F)cc1)c1ccc(-c2ccon2)s1	7	-44%	4%	-2%	6%	-11	-5
O=C(NC1CCCCC1)C(c1ccc(Cl)cc1)N1CCC2(CC1)OCCO2 (stereo not given)	?	-17%	5%	?	-15%	16	2
